Screening results deposited in PubChem BioAssay by NMMLSC.
QS inhibitor: S. aureus quorum sensing inhibition | hit rate 0.3% among 24,000 | inhibition, % at 2 µM | AID 527 | S. aureus RN6390 RNAIII-GFP reporter, AIP-induced, flow cytometry 3 h;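 active means share of bacteria positive for the green fluorescent reporter and its mean brightness both inhibited by 50% or more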;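 further: 0% = AIP-stimulated control and 100% = unstimulated bacteria without AIP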
QS inhibitor GFP MFI %: further read-out of QS inhibitor, marked with its call; inhibition, %; measured here: inhibition of GFP MFI
* marks the source's active call; other numbers are inactive results. Only part of the results is shown (hit frequency here may not be typical).

QS inhibitor GFP MFI % | QS inhibitor | SMILES
-5.5 | -2.0 | CC(=O)NC1CC2CCCC(C1)N2CC(=O)Nc1ccccc1 (stereo unspecified)
-9.8 | -3.0 | COc1cccc(OCC(=O)Nc2ccccc2C(N)=O)c1
8.3 | 2.2 | COc1cc(C(=O)NCCc2nc3ccccc3n2C)cc(OC)c1OC
2.4 | -2.2 | O=C(NCc1ccc2c(c1)OCO2)c1cc2c(s1)CSC2
2.0 | 0.5 | COc1cc(OC)c(NC(=O)CS(=O)(=O)Cc2nc(-c3ccc(C)cc3)oc2C)cc1Cl
-0.9 | -0.9 | CCC(C)OC(=O)c1[nH]c2c(c1C)C(=O)CC(c1ccc(N(C)C)cc1)C2 (stereo unspecified)
-0.6 | -0.4 | CN(C)c1nc(N)nc(-c2nc3ccccc3s2)n1
-1.0 | -1.7 | Brc1cccc(C2CC(c3ccccc3)n3nnnc3N2)c1 (stereo unspecified)
33.0 | -0.7 | O=C(C1CCN(c2nnnn2-c2ccccc2)CC1)N1CCN(c2ccccc2)CC1
-8.6 | -4.1 | Cc1ccc(C)c(N2CCN(CC(=O)Nc3ccc4[nH]c(=O)[nH]c4c3)CC2)c1
54.5 | 10.9 | COc1cccc2cc(C(C)N(CCCN3CCOCC3)C(=O)Nc3ccc(Cl)cc3)oc12 (stereo unspecified)
-6.9 | -2.0 | Cc1ccc(-n2nnc3c(=O)n(CC(=O)N4CCCC4)cnc32)cc1
0.8 | -1.0 | O=C(Cn1cccc1C(=O)c1ccccc1)NCc1ccco1
47.1 | 8.0 | Cc1ccccc1Cn1cc(NC(=O)c2cc(-c3cccs3)on2)cn1
34.2 | 0.7 | Cc1ccc(Cl)cc1N1CCN(S(=O)(=O)c2ccc3c(c2)oc(=O)n3C)CC1
24.8 | 10.1 | CC1C(=NO)C(C)C(c2ccc(N(C)C)cc2)NC1c1ccc(N(C)C)cc1 (stereo unspecified)
-0.5 | -1.9 | COc1ccc(C(C(=O)NC2CCCCC2)N2CCC3(CC2)OCCO3)cc1 (stereo unspecified)
-4.6 | 3.4 | O=C(O)Cn1nc2ccccc2n1
27.7 | -0.4 | Cc1cc(C)n(CCCNC(=O)c2ccc3c(c2)NC(=O)CS3)n1
-19.8 | -0.5 | CCOC(=O)C1=C(C)NC(=O)NC1c1ccc(Br)s1 (stereo unspecified)
5.1 | 1.2 | CCCn1c(=O)c2ccccc2n2c(SCCOc3ccccc3F)nnc12
-23.5 | -0.3 | c1ccc(Nc2nc3ccccc3n3cnnc23)cc1
7.4 | -3.2 | Cc1cc(NC(=O)CSc2ncnc3ccccc23)no1
-5.1 | -4.3 | Cc1cccc(-c2c3c(=O)n(C)c(=O)n(C)c3c3c(C)cc(C)nn23)c1
-38.4 | -2.9 | CN1CCN(C(=O)C2CC(=O)N(c3ccc(F)c(Cl)c3)C2)CC1 (stereo unspecified)

2 records drawn at random from those above:
QS inhibitor GFP MFI % | QS inhibitor | SMILES
-5.5 | -2.0 | CC(=O)NC1CC2CCCC(C1)N2CC(=O)Nc1ccccc1 (stereo unspecified)
-0.5 | -1.9 | COc1ccc(C(C(=O)NC2CCCCC2)N2CCC3(CC2)OCCO3)cc1 (stereo unspecified)

The main list resumes, starting 7 compounds before the break.
QS inhibitor GFP MFI % | QS inhibitor | SMILES
27.7 | -0.4 | Cc1cc(C)n(CCCNC(=O)c2ccc3c(c2)NC(=O)CS3)n1
-19.8 | -0.5 | CCOC(=O)C1=C(C)NC(=O)NC1c1ccc(Br)s1 (stereo unspecified)
5.1 | 1.2 | CCCn1c(=O)c2ccccc2n2c(SCCOc3ccccc3F)nnc12
-23.5 | -0.3 | c1ccc(Nc2nc3ccccc3n3cnnc23)cc1
7.4 | -3.2 | Cc1cc(NC(=O)CSc2ncnc3ccccc23)no1
-5.1 | -4.3 | Cc1cccc(-c2c3c(=O)n(C)c(=O)n(C)c3c3c(C)cc(C)nn23)c1
-38.4 | -2.9 | CN1CCN(C(=O)C2CC(=O)N(c3ccc(F)c(Cl)c3)C2)CC1 (stereo unspecified)
-11.5 | -3.9 | CCC(C)NC(=O)c1ccc(CS(=O)(=O)c2ccc(OC)cc2)o1 (stereo unspecified)
1.5 | -0.6 | O=C(c1cc2ccccc2c(=O)o1)N1CCc2ccccc2C1
5.7 | 0.4 | O=C(O)c1ccc2c(c1)C(=O)N(c1ccc(Cl)cn1)C2=O
6.5 | 2.1 | CCSC1(SCC)N=C(N)C2(C#N)C(c3ccc(OC)c(OC)c3OC)C12C#N (stereo unspecified)
4.5 | -0.3 | CN(C)C=NCCn1c(N2CCOCC2)nc2c1c(=O)n(C)c(=O)n2C
-20.9 | -0.5 | Cc1cccc(N2CCN(C(=O)COc3cc(=O)n(C)c4ccccc34)CC2)c1C
0.9 | -2.1 | CC1(C)CC(=O)C=C(Nc2ccc(F)cc2)C1
-10.7 | -2.2 | CCOc1ccc(N(CC(=O)Nc2cccc(Cl)c2)S(=O)(=O)c2c(C)noc2C)cc1
27.3 | -0.5 | CCOCCCn1c(=N)c(C(=O)NCCN2CCOCC2)cc2c(=O)n3cccc(C)c3nc21
-8.0 | -1.8 | CCSc1nnc(NC(=O)C(Cc2ccccc2)n2cccc2)s1 (stereo unspecified)
5.7 | 0.4 | CC1CCc2nn(CC(=O)NCCCN3CCCC3=O)cc2C1 (stereo unspecified)
22.6 | 6.5 | CCc1ccc(Cn2nnc(C(=O)Nc3cccc(C)c3)c2N)cc1
1.1 | -7.4 | O=C(Nc1nc2ccccc2[nH]1)c1ccccc1F
9.0 | -0.3 | Cc1nc2ncnn2c(C)c1CCC(=O)NCc1ccco1
19.9 | 8.3 | Cc1ccc(C)c2[nH]c(=O)c(CCNC(=O)c3ccc(Br)o3)cc12
-21.5 | -1.9 | Cc1nc(N2CCc3ccccc32)[nH]c(=O)c1CCC(C)C
11.4 | 2.3 | CCOc1cc2[nH]c(=O)n(Cc3ccc(C(=O)NCCOC)cc3)c(=O)c2cc1OCC
-18.7 | -2.9 | O=C(C1CCCN(S(=O)(=O)c2cccc3cccnc23)C1)N1CCc2ccccc21 (stereo unspecified)
-7.6 | 0.2 | CN(C(=O)c1ccccn1)c1nnc(-c2ccncc2)s1
3.6 | 0.1 | S=c1nc(C2CC2)[nH]c2ccccc12
-17.9 | -2.5 | O=C(Nc1ccc(F)cc1)c1cccc2c1C(=O)N(Cc1ccccn1)C2
4.4 | 2.6 | CCN(C(=O)c1c(-c2ccccc2)noc1C)c1ccccc1
-21.0 | -5.3 | CCOC(=O)N1CCN(C(=O)CSc2cc(C)nc3c(-c4ccccc4OC)c(C)nn23)CC1
-8.9 | -11.3 | CSc1snc(SCC(N)=O)c1C#N
7.5 | 0.4 | Cc1nc(-c2ccc(NC(=O)c3cccs3)cc2)cs1

New compounds follow:
QS inhibitor GFP MFI % | QS inhibitor | SMILES
10.4 | 1.1 | Cc1cc(/C(=N/O)C(C)(C)NO)ccc1Cl
17.7 | 9.5 | O=C(CN(c1ccc(F)cc1)S(=O)(=O)c1ccc2c(c1)OCCO2)N1CCOCC1
-5.1 | -2.2 | O=C(NCCCN1CCN(c2cccc(Cl)c2)CC1)c1nc(-c2ccncc2)no1
21.3 | 5.5 | O=C1C2CCC(C(O)C2)N1Cc1ccccc1 (stereo unspecified)
-22.3 | -9.6 | COc1ccc(Nc2cc(C(=O)NCCCN3CCN(C)CC3)c3ccccc3n2)cc1OC
16.8 | 1.1 | Cc1cc(Nc2ccccc2F)n2ncnc2n1
-31.1 | 1.4 | O=C(NCc1ccco1)c1cc(-c2ccccc2)c(N2CCOCC2)s1
-17.8 | -6.8 | C=CCn1c(SCC(=O)N2CCN(c3ccc(F)cc3)CC2)nnc1-c1ccco1
12.9 | 8.5 | CCc1cc2c(NCCC(=O)O)nc(C)nc2s1
-19.0 | -3.3 | COC(=O)CCCC[C@H]1SC[C@H]2NC(=O)N[C@]21O
-17.1 | -1.4 | CC1=C(C(=O)OC2CCCCC2)C(c2cccnc2)n2ncnc2N1 (stereo unspecified)
-13.7 | -0.2 | CCc1nnc(NC(=O)CSc2nnc(CSc3nc(C)cc(C)n3)n2CC)s1
-2.0 | -0.9 | CCCn1cc(S(=O)(=O)CC(=O)N2CCc3ccccc32)c2ccccc21
6.8 | -1.1 | COCCn1c(=O)[nH]c2cc(C(=O)NCCCN3CCN(c4ccc(F)cc4)CC3)ccc2c1=O
-3.0 | -3.9 | O=C(Cn1ncc2c(=O)oc3ccccc3c21)N1CCN(c2ccccn2)CC1
5.2 | 0.4 | CCC(=O)N1CCc2cc(S(=O)(=O)Nc3ccc4c(c3)OCCO4)ccc21
-1.7 | -0.3 | CC(=O)Nc1ccc(NS(=O)(=O)c2ccc(Cl)c(C(=O)O)c2)cc1
-9.2 | -4.4 | Cc1ccccc1Cc1c(C)nc2c(C(=O)NCc3ccco3)cnn2c1C
7.0 | 2.1 | COc1cccc2sc(N(C)c3ccccc3)nc12
-11.0 | -1.2 | COc1cc(C2CC(=O)c3c([nH]c(C(=O)OCCOC(C)C)c3C)C2)cc(OC)c1OC (stereo unspecified)
12.5 | 2.5 | O=C1C2CCCN2C(c2ccc(F)cc2)N1c1nccs1 (stereo unspecified)
36.9 | 19.3 | CCn1cc(C(=O)NC2CCCCCC2)c(=O)c2cc(S(=O)(=O)N3CCCCC3)ccc21
-17.0 | -1.8 | CCOc1ccccc1NC(=O)C1CCN(S(=O)(=O)c2cccc3cccnc23)CC1
-5.9 | -2.6 | CC(C)(C)n1nnnc1C(c1cccs1)N1CCN(Cc2ccccc2)CC1 (stereo unspecified)
-3.5 | -1.1 | CSc1ccccc1NC(=O)c1cnc2n(c1=O)CCS2

Further structures:
QS inhibitor GFP MFI % | QS inhibitor | SMILES
24.1 | 6.9 | N#Cc1nc(-c2ccco2)oc1N1CCN(c2cccc(Cl)c2)CC1
3.7 | 0.9 | CCCc1cc(C(=O)NCc2cccs2)no1
25.2 | 3.8 | Cn1c(SCC(=O)N2CCOCC2)nnc1-c1cccc(NC(=O)c2ccccc2F)c1
8.5 | 1.3 | C=CCOc1nc2c(c(=O)n(C)c(=O)n2C)n1Cc1c(Cl)cccc1Cl
11.9 | 0.6 | COc1ccccc1-c1cc(C(=O)NCCCn2ccnc2)no1
-3.3 | -0.4 | C=CCn1c(SCc2nc(N)nc(N(C)C)n2)nnc1-c1cccnc1
6.3 | -0.3 | CCCN(CCC)CCCNS(=O)(=O)c1ccc2c(c1)oc(=O)n2C
17.6 | 11.8 | CCOC(=O)CSc1nc2c(sc(=S)n2Cc2ccco2)c(=O)n1-c1ccc(F)cc1
-6.9 | -7.2 | CCC(Sc1nc2n[nH]c(C)c2c(=N)n1-c1ccc(C)c(Cl)c1)C(=O)N1CCOCC1 (stereo unspecified)
12.0 | -1.1 | CC(C)Cn1c(N)c(C(=O)COC(=O)c2cc(-c3ccco3)nc3ccccc23)c(=O)n(C)c1=O
10.6 | 2.9 | CCC(C)Sc1nnc(Cc2cc(=O)[nH]c(=O)[nH]2)n1-c1ccc(F)cc1 (stereo unspecified)
21.4 | 12.5 | Cc1ccc2cc(CN(CC3CCCO3)S(=O)(=O)c3ccc4c(c3)OCCO4)c(=O)[nH]c2c1C (stereo unspecified)
21.4 | 19.5 | O=C(Nc1ncc(Br)s1)C(Cc1ccccc1)n1cccc1 (stereo unspecified)
10.3 | 0.1 | CCOC(=O)c1c(C)oc2c1c(C=NCc1ccccn1)c(O)c1ccccc12
4.7 | 0.3 | CC1Cn2c(COc3ccccc3)nnc2S1 (stereo unspecified)
-3.4 | -2.7 | O=C(Cn1ncc2ccccc21)N1CCc2ccccc21
-19.5 | -1.9 | Cc1cc(NC(=O)c2ccc(S(=O)(=O)N3CCOCC3)cc2)nc2c1c(=O)oc1ccccc12
-47.8 | -1.4 | CC(=O)Nc1ccc(OC(=O)c2cccnc2)cc1
13.7 | 2.2 | O=C(c1ccc(Cn2c(=O)[nH]c3ccccc3c2=O)cc1)N1CCN(c2ccc(Cl)cc2)CC1
-4.1 | -1.4 | CC(=O)Nc1ccc(N2CCN(Cc3ccccc3F)CC2)cc1
9.4 | 0.6 | Cc1ccc2cc3cc(C(=O)N4CCN(C(=O)c5ccco5)CC4)sc3nc2c1
-12.5 | -8.8 | CCOC(=O)CCn1nc(-c2ccc(Cl)cc2)cc1N
-31.2 | -8.9 | O=C(NCc1ccccc1)c1cc(-c2cccc(O)c2)on1
-8.7 | -1.7 | O=C(Nc1sccc1C(=O)NCc1ccco1)c1cccnc1
22.8 | 9.0 | O=C1C(C=Nc2ccccc2O)=C(O)c2ccccc21

New compounds follow
QS inhibitor GFP MFI % | QS inhibitor | SMILES
-1.4 | -1.3 | O=C(NC1CCCC1)C1CC(c2ccc(F)cc2)=NO1 (stereo unspecified)
-19.5 | -5.1 | CC1CC(C)CN(CCCNC(=O)C2CCC(=O)N2C2CCCC2)C1 (stereo unspecified)
9.8 | 2.0 | COc1cc2[nH]c(=S)n(Cc3ccc(C)o3)c(=O)c2cc1OC
-1.9 | -0.4 | CCOC(=O)/C(C#N)=C(/C)c1ccc(OC)cc1
-73.8 | -10.3 | c1ccc(-c2cnc(CSc3ncnc4sccc34)o2)cc1
7.7 | -0.8 | Cc1ccc(-c2cc(C(F)F)nc(NCC3CCCO3)n2)cc1 (stereo unspecified)
-4.4 | -2.2 | Cc1ccc2c(c1)N(CC(=O)Nc1ccc3c(c1)OCCO3)C(=O)CO2
-9.2 | -2.5 | O=C(NCCC1=CCCCC1)C1CCN(S(=O)(=O)c2cccc3nsnc23)CC1
15.1 | 3.1 | Cc1cc(C)nc(SCc2nnc(SCc3ccccc3Cl)o2)n1
23.3 | -0.7 | CCOC(=O)c1sc(NC(=O)CSc2nnc(-c3ccco3)n2CC)c(C(=O)OCC)c1C
-15.3 | -4.3 | CCc1c(C)c2ccc(OCC(=O)OC)cc2oc1=O
13.1 | 1.8 | CN(C)C(=O)CSc1nnc(-c2cccnc2)n1-c1ccccc1
7.1 | 2.5 | N#Cc1ccc(NC(=O)c2cc3cc4c5c(c3oc2=N)CCCN5CCC4)cc1
6.6 | 0.7 | Cc1ccc(S(=O)(=O)N2CCC(C(=O)NCCN3CCCCCC3)CC2)cc1
30.9 | 15.7 | COc1cc(NC(=O)CSCc2cnn(-c3ccccc3)c2-n2cccc2)cc(OC)c1
-14.5 | -0.9 | CCOCCCNC(=O)C1CCN(S(=O)(=O)N2CC(C)CC(C)C2)CC1 (stereo unspecified)
-40.1 | -3.0 | O=C(CSc1n[nH]c(-c2cccs2)n1)N1CCN(S(=O)(=O)c2ccccc2)CC1
